RAM inhibit: inhibitors of the yeast RAM network; S. cerevisiae dse1pr::URA3 reporter, 5-FOA growth OD615, 2 d; analog-sensitive cbk1-as2 kinase mutant strain; inhibition, % at 50 µM; 190,000 tested, 1.8% active; AID 868;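 active means inhibition above a set limit, 3 SD over mean compound inhibition, cut at about 8.4% in these data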;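 further: 0% = DMSO-only wells with no growth and 100% = 10 µM 1-NA-PP1 full growth; inhibition rescues growth on 5-FOA so higher OD means more RAM inhibition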
Redox H2O2 prof: compounds producing H2O2 with reducing agent – biochemical, NIH compound library profiling, artefact control for MLSCN library redox annotation, primary screen | DTT-dependent redox cycling H2O2, phenol red/HRP absorbance; 100% = 100 µM peroxide control, 0% = buffer | activation, % at 10 µM | 200,000 tested, 0.03% active;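 active means activation of at least 50% relative to the plate's high and low controls in the primary single-dose screen; inactive means activation below 50%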;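 further: compound incubated with DTT at 0.8 mM final as the reducing agent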
Lmaj promast: Leishmania major promastigote growth inhibition; Leishmania major promastigotes, resazurin fluorescence viability; inhibition, % at 10 µM; 200,000 tested, 9% active; in the data active means inhibition above about 50%;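 further: promastigotes grown with compound for 44 hours at 28 °C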
TR-FRET SRC-2 ct: flags TR-FRET format artefacts in PPARgamma SRC-2 recruitment agonist screen; AID 1049; TR-FRET ratio at 8 µM; 200,000 tested, 0.4% active; TR-FRET artefact counter-screen; hits give high values; in the data active means TR-FRET ratio above about 2000; further: inactives centre near 1500; reference of the scale not given here
ROMK primary: human ROMK K+ channel modulation, primary screen | P48048 | Tet-inducible ROMK, thallium flux fluorescence; actives lie on both sides | B-score at 10 µM | 130,000 tested, 2% active;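 active means signal ratio slope over the read window, or its plate-corrected B-score, at least 3 SD from the plate mean, either direction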;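 further: B-score of the F/F0 ratio slope over 7 to 12 s after thallium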
Target sequence (P48048 whole entry, looked up): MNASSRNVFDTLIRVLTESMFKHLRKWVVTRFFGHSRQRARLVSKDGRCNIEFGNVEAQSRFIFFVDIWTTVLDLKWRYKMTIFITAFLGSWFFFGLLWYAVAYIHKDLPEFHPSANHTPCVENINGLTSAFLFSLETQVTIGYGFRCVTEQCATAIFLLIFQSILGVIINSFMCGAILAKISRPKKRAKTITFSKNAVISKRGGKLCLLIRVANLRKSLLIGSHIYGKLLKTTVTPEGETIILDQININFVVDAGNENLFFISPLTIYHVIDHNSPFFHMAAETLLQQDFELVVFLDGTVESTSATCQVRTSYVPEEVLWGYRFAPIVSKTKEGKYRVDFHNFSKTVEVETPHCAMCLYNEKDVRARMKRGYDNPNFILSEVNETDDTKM
bIAP inh: intestinal alkaline phosphatase (bovine) inhibition | AID 1019 | 190,000 tested, under 10 active | inhibition, % at 20 µM | purified bovine IAP, CDP-star luminescence, 30 min;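 active means over 50% inhibition of intestinal alkaline phosphatase at 20 µM in the single-dose screen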
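System: purified bovine intestinal alkaline phosphatase (IAP) enzyme; Input: IAP diluted 1/65,000,000 in the well; Measured by: CDP-star luminescence signal; Compound dosing: 20 µM single dose; Incubation: 30 min reaction at room temperature.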
HMGR II inh: blocks class II HMG-CoA reductase of Enterococcus faecalis; purified E. faecalis HMGR, NADPH absorbance 340 nm kinetic; inhibition, % at 10 µM; 190,000 tested, 0.41% active; AID 1066;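 active means inhibition above a set limit, the median over all tested compounds plus 3 SD, cut at about 9.5% in these data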;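 further: enzyme runs in reverse so mevalonate oxidation gives rising NADPH absorbance; 0% = complete reaction with DMSO and 100% = background rate lacking mevalonate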
PPARg SRC1 recr: agonists of human PPARgamma SRC-1 coactivator recruitment. P37231. PPARgamma-SRC-1 coactivator recruitment biochemical assay. activation, % at 8 µM. 200,000 tested, 0.41% active. AID 631; in the data active means activation above about 19%;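 further: 0% = DMSO and 100% = reference agonist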
Target sequence (P37231 whole entry, looked up): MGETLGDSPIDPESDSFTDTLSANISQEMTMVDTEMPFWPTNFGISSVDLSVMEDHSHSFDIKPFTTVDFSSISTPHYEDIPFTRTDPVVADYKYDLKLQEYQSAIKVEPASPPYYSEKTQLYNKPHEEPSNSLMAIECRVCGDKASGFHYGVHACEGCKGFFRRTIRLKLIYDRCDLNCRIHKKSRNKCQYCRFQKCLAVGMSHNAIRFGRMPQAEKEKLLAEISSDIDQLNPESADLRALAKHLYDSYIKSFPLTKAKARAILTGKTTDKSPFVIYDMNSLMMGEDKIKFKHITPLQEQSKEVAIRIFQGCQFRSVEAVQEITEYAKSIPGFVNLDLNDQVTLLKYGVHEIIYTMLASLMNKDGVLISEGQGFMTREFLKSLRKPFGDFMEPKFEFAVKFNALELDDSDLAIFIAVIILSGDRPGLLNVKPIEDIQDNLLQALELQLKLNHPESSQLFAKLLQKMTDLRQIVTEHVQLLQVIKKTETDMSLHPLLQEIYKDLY
PPARg SRC-3 ag: agonists of human PPARgamma SRC-3 coactivator recruitment | biochemical PPARgamma/SRC-3 coactivator recruitment assay | activation, % at 8 µM | 200,000 tested, 0.26% active | AID 731; in the data active means activation above about 23%;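 further: 0% = DMSO and 100% = reference agonist; some compounds past the cut are filed as inactive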
S1P3 antag: S1P3 (human) receptor antagonism | 170,000 tested, 0.27% active | Q99500 | CHO S1P3 NFAT-BLA reporter, FRET fluorescence, antagonist mode | inhibition, % at 4.98 µM | AID 485;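 active means inhibition above the plate cutoff, the mean inhibition of test wells on that plate plus 3 SD, cut at about 28% in these data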;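 further: cells challenged with S1P at its EC80 of 0.8 µM; blue over green emission ratio from cleaved BLA substrate after 4 h stimulation; 0% = S1P-stimulated wells and 100% = unstimulated DMSO-only wells; some compounds past the cut are filed as inactive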
PPARg SRC2 recr: PPARgamma-driven SRC-2 recruitment agonism | P37231 | 200,000 tested, 0.34% active | AID 1032 | activation, % at 8 µM | PPARgamma LBD-SRC-2 recruitment, biochemical; in the data active means activation above about 22%;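 further: 0% = vehicle and 100% = reference agonist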
Active calls of the source: *; . = not tested or not shown.

SMILES	RAM inhibit	Redox H2O2 prof	Lmaj promast	TR-FRET SRC-2 ct	ROMK primary	bIAP inh	HMGR II inh	PPARg SRC1 recr	PPARg SRC-3 ag	S1P3 antag	PPARg SRC2 recr
COc1ccc(NC(=O)C(CCCCNC(=O)OC(C)(C)C)NC(=O)OCc2ccccc2)cc1 (centres undefined)	2.2	-0.2	43	1646	.	10	-2	2	2	-4	5
CC(C)(C)NC(=O)NC(=O)COC(=O)Cn1cnc2ccccc2c1=O	0.2	-0.9	-6	1689	1.2	4	6	10	1	-1	2
COC(=O)c1nnn(-c2nonc2N)c1CSc1nnc(C)s1	0.5	-0.9	-3	1554	.	7	-4	5	2	-6	-6
CCn1cc(CN2CCN(Cc3ccc(C)o3)C(CCO)C2)c2ccccc21 (centres undefined)	1.2	-0.5	4	1632	-0.24	2	-5	-4	7	-4	3
COc1cccc(Oc2nnnn2-c2ccccc2)c1	0.5	0.1	6	1680	0.95	14	2	7	1	-7	6
S=C(Nc1ccc(Cl)cc1)N1CCCCC1	-0.6	-0.1	-5	1638	.	1	0	8	1	-4	5
O=C(CCS(=O)(=O)c1cccc2nonc12)NCc1ccc(Cl)cc1	4.4	0.7	-2	1400	0.32	-19	-7	18	18	5	8
O=C(COC(=O)CCc1ccc(S(=O)(=O)N2CCOCC2)cc1)Nc1cccc(Cl)c1	2.5	0.1	-5	1599	0.14	-16	-2	7	4	-7	-1
COc1cccc(/C=N/NC(=O)CSc2nnc(C)n2-c2ccccc2)c1O	4.8	-3.0	9	1426	1.8	-19	0	-1	-3	.	-10
Cc1cc([N+](=O)[O-])cc2c1NC(c1ccccn1)C1CC=CC21 (centres undefined)	4.1	0.1	26	1750	-0.52	20	0	-4	-3	13	1
CCOC(=O)c1c(NC(=O)CSc2nnc(-c3cccnc3)n2Cc2ccco2)sc(C)c1C	-0.8	2.4	53*	1469	-1.8	34	-1	8	-13	-14	1
O=[N+]([O-])c1ccccc1CN1CCN(Cc2ccccn2)CC1	0.7	-1.0	0	1501	-0.17	22	-3	-4	-3	-18	-5
Cc1ccc(CNC(=O)CO/N=C/c2ccc3c(c2)OCO3)cc1	2.2	-0.5	-5	1677	-0.016	9	-2	-6	3	17	12
COc1ccc(-n2c(=O)c3ccccc3n(Cc3cccc(C)c3)c2=O)cc1OC	0.6	-0.9	19	1597	1.6	-36	-4	2	-2	-2	-1
O=C(Nc1cccnc1)c1c(F)cccc1F	1.3	-0.3	2	1390	.	9	1	-12	0	-27	2
COc1ccc(-n2cnnc2SC(C)c2nc3sc(C)c(C)c3c(=O)[nH]2)cc1 (centres undefined)	-0.1	1.1	-6	1602	0.9	1	-1	2	9	.	7
COC(=O)c1ccc(SCc2cnc(Cl)s2)cc1	0.9	-5.6	5	1451	-0.82	13	0	-6	-5	.	-2
CCOc1ccccc1CNC(=O)c1cn(C)c(=O)c2c1c1ccccc1n2C	4.0	-0.1	-4	1543	-1.4	2	-5	-7	-1	3	-4
COc1ccc(C(NC(N)=O)c2ccccc2)cc1 (centres undefined)	-0.4	-0.1	-1	1511	-0.053	3	-3	6	2	-62	3
O=C(O)CC(NCc1ccco1)C(=O)OCC1CCCO1 (centres undefined)	1.7	-3.5	4	1366	0.054	2	-6	-4	10	.	0
O=C(COc1ccccc1Cl)Nc1ccc(C(=O)c2ccc(C(=O)O)cc2)cc1	4.6	-0.6	0	1741	0.17	-2	0	-4	2	1	-1
O=C(Cc1ccccc1Cl)Nc1cccc(S(=O)(=O)N2CCOCC2)c1	0.0	0.5	-1	1458	.	13	-3	-2	-9	-1	2
CCn1cnc2cc(NCc3ccc(N(C)C)cc3)ccc21	-0.3	-0.2	-2	1527	-0.94	4	1	9	3	-19	2
Cc1ccc(C(=O)Nc2cccc([N+](=O)[O-])c2)cc1S(=O)(=O)Nc1ccc(C(=O)O)cc1	7.5	-1.3	-5	1675	-0.72	6	1	0	-1	-16	1
Cc1ccc(NC(=O)CSCc2nc3c(nnn3Cc3ccc(F)cc3)c(=O)[nH]2)c(C)c1	6.6	-1.8	-5	1599	-0.062	-4	-4	11	-2	-17	-2
(listing goes on)
SMILES	RAM inhibit	Redox H2O2 prof	Lmaj promast	TR-FRET SRC-2 ct	ROMK primary	bIAP inh	HMGR II inh	PPARg SRC1 recr	PPARg SRC-3 ag	S1P3 antag	PPARg SRC2 recr
COC(=O)c1ccccc1OS(=O)(=O)N(C)C	-0.2	-0.5	0	1501	0.88	0	3	1	8	-4	2
CCCCCCCSc1nsc(N)n1	-2.8	0.2	69*	1589	.	-3	-3	7	4	.	-2
COc1cccc(N2CC(C(=O)NC3CCCCC3)CC2=O)c1 (centres undefined)	1.0	-3.6	1	1501	.	1	-2	1	-5	-6	0
CCC(=O)Nc1c(C(=O)N2CCN(c3ccccn3)CC2)cnn1-c1ccc(Cl)cc1	0.6	-0.3	20	1486	.	20	-3	-6	-1	-15	-5
CC(C)CC1(C)NC(=O)N(CC(=O)NC(=O)Nc2ccc3c(c2)OCCO3)C1=O (centres undefined)	4.7	-1.3	-4	1423	0.85	5	-4	8	4	.	3
O=C(O)C1C2C=CC(O2)C1C(=O)NCc1ccccc1Br (centres undefined)	-0.2	0.3	-6	1551	.	2	-7	5	8	.	4
O=C(C[n+]1cccc2ccccc21)c1ccc([N+](=O)[O-])cc1	1.1	-1.1	6	1643	-0.38	-16	-4	11	5	-7	12
OCCN1CCN(C(=S)Nc2ccccc2)CC1	0.9	-0.6	-3	1685	0.29	5	-5	16	6	-1	13
C=CCNC(=O)c1ccc(N(C)S(=O)(=O)c2ccc(OC)cc2)cc1	0.0	0.2	1	1766	0.12	0	-4	10	9	.	6
O=C(Oc1cccc2c(OC(=O)N3CCCC3)cccc12)N1CCCC1	1.6	1.5	-4	1536	0.06	6	-5	-1	12	.	4
CCCC1CC(C)(C(=O)Cn2[nH]c(=O)ccc2=O)OC1=O (centres undefined)	1.7	1.1	-6	1469	.	6	4	2	7	-29	10
CS(=O)(=O)N(CC(=O)NCc1ccc2c(c1)OCO2)c1cccc(Cl)c1	1.8	-0.4	-3	1731	-0.71	-10	-3	0	2	2	-4
COc1ccc(OC)c(S(=O)(=O)NCc2cn3cccc(C)c3n2)c1	0.6	2.1	-1	1441	1.8	7	-5	-2	-5	41	3
COc1ccc(O)c(C(=O)c2coc(=N)c(C(=O)Nc3ccc(SC(F)F)cc3)c2)c1	4.8	-0.3	83*	1591	-1.4	7	1	-5	3	-5	-12
Cc1ccc(C(C(=O)NC2CCCC2)N2CCCC(C)C2)cc1 (centres undefined)	-1.0	-0.8	8	1516	.	10	-8	0	14	.	6
CC(C)c1ccc2nc3sc(C(=O)N4CCc5ccccc5C4)c(N)c3cc2c1	4.5	-8.3	0	1571	-0.65	11	-1	1	10	.	2
O=C(c1cccc2ccccc12)C1CCCN(C(=O)CCCn2cncn2)C1 (centres undefined)	-0.6	0.2	-5	1709	0.017	-5	-3	-2	6	7	2
Cc1ccc(NS(=O)(=O)c2cc([N+](=O)[O-])ccc2NNC(=S)Nc2cc(C)ccc2C)c(C)c1	4.1	-0.5	37	1679	.	13	-1	17	4	0	6
CCOC(=O)c1cccc(NC(=O)CSc2nnnn2C)c1	0.5	1.7	0	1454	.	9	1	6	-13	-18	-10
CCc1nc(C)ccc1OC(=O)C12CC3CC(CC(C3)C1)C2	0.2	-0.1	0	1523	.	1	-6	14	1	1	10
CCOC(=O)N1CCN(C(=O)CSc2nnc(-c3cc(OC)cc(OC)c3)o2)CC1	3.0	2.5	-4	1343	.	7	0	-9	-11	-4	0
O=C(CC(c1ccco1)S(=O)(=O)c1ccccc1)c1ccc(F)cc1 (centres undefined)	2.8	1.8	-3	1459	-0.36	7	-5	-2	0	.	-1
COc1ccc(CCC(=O)Nc2cc(Cl)ccc2N2CCN(C)CC2)cc1	0.4	-3.3	9	1449	.	2	-5	4	12	.	3
CC(=O)CC(=O)Nc1cccc2c1CCCC2	0.5	1.6	-5	1523	-0.033	-29	1	5	-2	-32	8
CCCn1c(NCc2cc(OC)ccc2OC)nc2ccccc21	0.9	-0.6	33	1524	-1.8	9	-6	4	13	12	7
(continued)
SMILES	RAM inhibit	Redox H2O2 prof	Lmaj promast	TR-FRET SRC-2 ct	ROMK primary	bIAP inh	HMGR II inh	PPARg SRC1 recr	PPARg SRC-3 ag	S1P3 antag	PPARg SRC2 recr
CCOc1ccc(C(=O)Nc2c3c(nn2-c2ccc(F)cc2)CS(=O)C3)cc1 (centres undefined)	1.7	2.2	2	1453	0.54	8	-1	4	0	-26	-4
CN1CCN(S(=O)(=O)c2ccc(Cc3ccc(S(=O)(=O)N4CCN(C)CC4)cc3)cc2)CC1	0.3	0.8	65*	1782	-0.51	0	-6	3	8	-11	2
Cc1cc(C)n2nc(N)c(N=Nc3ccc4c(c3)OCO4)c2n1	6.2	0.4	-5	1693	-0.52	-13	-2	10	13	2	7
CN1C(=O)C(O)(CC(=O)c2ccccc2O)c2cc(Br)ccc21 (centres undefined)	-1.2	-0.5	1	1640	.	9	-8	8	3	-24	2
O=C(NC1(C(F)(F)F)OCCO1)c1ccc(F)cc1	3.5	-0.1	-2	1581	0.17	-13	-1	4	-2	25	5
OCC(O)C(O)C(O)C(O)c1nc2ccccc2[nH]1 (centres undefined)	2.9	0.2	6	1483	1.2	-22	-3	-8	-2	-16	0
CCOC(=O)c1cc(-c2ccccc2)sc1NC(=O)CSc1nnc(N)s1	4.2	-0.4	2	1394	0.0089	2	-3	6	1	9	4
CCSC1=NCCN1S(=O)(=O)c1ccc(F)cc1	0.2	-1.2	-1	1569	.	0	0	5	4	4	-1
Nc1nc2sc3c(c2cc1C(=O)N1CCOCC1)CCCC3	0.8	-1.3	2	1652	-0.23	3	0	8	1	25	4
Cc1ccc2nc(C)cc(OCC(=O)O)c2c1	1.2	-0.8	-3	1516	1	6	2	11	-4	-22	-2
CC(=O)Nc1ccc(CN2CCc3c([nH]c4ccccc34)C2c2ccccn2)cc1 (centres undefined)	0.1	-0.3	10	1515	-0.5	-3	1	1	-2	-5	2
COc1ccc(/C=N/NC(=O)C2C(C=C(Cl)Cl)C2(C)C)c(OC)c1 (centres undefined)	-0.6	-1.1	34	1715	-0.45	6	-3	7	7	-10	12
CCC(C)(C)NC(=O)c1ccc(Br)o1	0.7	0.0	-6	1580	0.14	3	-4	4	-1	-10	-5

Among those listed so far, three have bromine:
SMILES	RAM inhibit	Redox H2O2 prof	Lmaj promast	TR-FRET SRC-2 ct	ROMK primary	bIAP inh	HMGR II inh	PPARg SRC1 recr	PPARg SRC-3 ag	S1P3 antag	PPARg SRC2 recr
O=C(O)C1C2C=CC(O2)C1C(=O)NCc1ccccc1Br (centres undefined)	-0.2	0.3	-6	1551	.	2	-7	5	8	.	4
CN1C(=O)C(O)(CC(=O)c2ccccc2O)c2cc(Br)ccc21 (centres undefined)	-1.2	-0.5	1	1640	.	9	-8	8	3	-24	2
CCC(C)(C)NC(=O)c1ccc(Br)o1	0.7	0.0	-6	1580	0.14	3	-4	4	-1	-10	-5

Screening data deposited in PubChem by several laboratories.
